AMA1 RON2 block: qHTS for Inhibitors of AMA1-RON; Towards Development of Antimalarial Drug Lead: Primary Screen. Plasmodium falciparum AMA1 (3D7) - RON2 peptide interaction. AlphaScreen AMA1-biotinylated RON2 peptide binding. Potency, µM (top dose mostly 58.2 µM), inactives show at the highest dose activity change, negative = inhibition, most hits filed as inhibitors. 360,000 compounds, 0.2% hits;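 further: potency means the concentration at half of the fitted maximal effect; 0% = vehicle wells and -100% = peptide control; nearly all actives have a fitted effect of over 45% in size; some results filed as inactive show a strong effect at the top dose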
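AMA1 (3D7) with his tag at 25 nM final met compounds first, then biotinylated RON2 peptide at 25 nM; detection used donor plus acceptor beads, 10 µg/mL apiece, read by AlphaScreen after 30 min at room temperature.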
HCMV antiviral: qHTS Assay for inhibitors of the human cytomegalovirus (HCMV) | HFF cells, HCMV-luciferase reporter, 72 h; stronger effect = lower value | activity change, negative = inhibition, % at 57.5 µM | 410,000 compounds, 4.5% hits | AID 1259415, 2018; in the data active means activity change below about -60%; inconclusive means no clear call, values can overlap the other calls; inactive means above about -39%
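Screen run at 2 compound doses on HFFs infected with reporter HCMV, MOI 1 PFU/cell. Luciferase activity from cell lysates at 72 h post infection gave inhibition relative to buffer-only and Salinomycin wells.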
AmpC no deterg: qHTS Inhibitors of AmpC Beta-Lactamase (assay without detergent); AmpC nitrocefin hydrolysis, absorbance 480 nm, 0.0001% Triton; 330,000 compounds, 0.52% hits; AID 485341, 2010; Potency, µM (top dose mostly 57.1 µM), inactives show at the top dose activity change, negative = inhibition, most hits filed as inhibitors;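 further: potency means the concentration at half of the fitted maximal effect; plate controls were no compound for no effect and no enzyme for full effect; nearly all actives have a fitted effect of over 20% in size; some results filed as inactive show a strong effect at the top dose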
Target sequence (P00811 whole entry, looked up): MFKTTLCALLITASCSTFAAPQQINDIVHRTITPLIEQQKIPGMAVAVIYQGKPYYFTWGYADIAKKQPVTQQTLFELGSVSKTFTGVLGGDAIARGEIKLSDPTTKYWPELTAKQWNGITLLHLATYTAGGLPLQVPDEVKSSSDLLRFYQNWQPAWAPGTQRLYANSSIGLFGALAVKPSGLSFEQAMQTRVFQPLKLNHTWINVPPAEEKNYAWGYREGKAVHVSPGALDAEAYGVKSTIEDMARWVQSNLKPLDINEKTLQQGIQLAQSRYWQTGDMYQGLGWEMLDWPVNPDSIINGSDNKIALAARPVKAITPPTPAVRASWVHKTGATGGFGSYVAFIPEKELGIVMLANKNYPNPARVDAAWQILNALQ
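20 mM phosphate pH 7.0 + 0.01% (detergent screen) or 0.0001% Triton X-100; 5.3 nM AmpC reagent; cpd preinc 15 min RT; nitrocefin (800 uM stock) to start; A480 q20 s × 4 min; Activity was normalised to no-enzyme and no-compound control wells.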
AmpC detergent: qHTS Inhibitors of AmpC Beta-Lactamase (assay with detergent) | AmpC hydrolysis of nitrocefin, absorbance 480 nm, 0.01% Triton | Potency, µM (highest dose often 114 µM), for inactives: at the highest dose activity change, negative = inhibition, actives largely listed as inhibitors | AID 485294, 2010 | 370,000 compounds, 0.041% hits | P00811;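 further: potency means the concentration at half of the fitted maximal effect; 0% = no-compound wells and -100% = no-enzyme wells; nearly all actives have a fitted effect of over 25% in size; some results filed as inactive show a strong effect at the top dose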
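20 mM phosphate pH 7.0 + 0.01% (detergent screen) or 0.0001% Triton X-100; 5.3 nM AmpC reagent; cpd preinc 15 min RT; nitrocefin (800 uM stock) to start; A480 q20 s × 4 min; Activity was normalised to no-enzyme and no-compound control wells.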
Sm TGR inh: qHTS Assay for the Inhibitors of Schistosoma Mansoni Peroxiredoxins; Schistosoma mansoni thioredoxin glutathione reductase (TGR), Q962Y6; purified TGR, DTNB reduction, TNB absorbance 405 nm; Potency, µM (highest dose often 114 µM), for inactives: top-dose activity change, negative = inhibition, usual class: inhibitors; 360,000 compounds, 3% hits; AID 485364, 2010; further: potency means the concentration at half of the fitted maximal effect; nearly all actives have a fitted effect of over 60% in size
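Kinetic colorimetric format: TGR-catalysed, NADPH-driven DTNB reduction monitored via TNB absorbance. Enzyme dispensed at 20 nM; compound exposure 15 min at room temperature before reaction start.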
FBPA Giardia inh: qHTS Assay for Inhibitors of Fructose-1,6-bisphosphate Aldolase from Giardia Lamblia | Potency, µM (doses to about 59.6 µM), for inactives: at the highest dose activity, negative = inhibition, usual class: inhibitors | AID 2451, 2010 | purified Giardia FBPA | 290,000 compounds, 0.71% hits; further: potency means the concentration at half of the fitted maximal effect; nearly all actives have a fitted effect of over 55% in size
Target sequence (A8B2U2 whole entry, looked up): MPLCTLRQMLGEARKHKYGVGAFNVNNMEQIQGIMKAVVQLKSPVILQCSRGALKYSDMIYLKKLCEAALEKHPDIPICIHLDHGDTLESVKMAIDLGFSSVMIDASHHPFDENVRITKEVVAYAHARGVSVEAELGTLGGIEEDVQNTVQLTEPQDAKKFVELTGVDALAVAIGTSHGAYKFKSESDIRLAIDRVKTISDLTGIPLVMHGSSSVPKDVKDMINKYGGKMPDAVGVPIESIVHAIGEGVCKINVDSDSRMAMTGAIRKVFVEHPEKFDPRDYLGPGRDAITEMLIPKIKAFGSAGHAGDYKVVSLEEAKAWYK
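Giardia FBPA (40 nM reagent) was preincubated 10 min at RT with compound (up to 57.5 uM final), then substrate plus GAPDH/TPI/NAD/arsenate coupling system with diaphorase/resazurin was added; resorufin fluorescence (525/598 nm) was read after 20 min.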
* = called active by the depositor; u = inconclusive; x = no result given; [ ] = another dose, or the depositor's remark. Unless noted, the call rests on the fitted dose curve; in most records, active means well fitted curve in the direction sought with a large enough effect; inconclusive means small, poorly fitted or top-dose-only effect, or another doubt; inactive means no such curve, though single readings can be large; an effect the other way counts as inactive or inconclusive. Unless noted, on the % scale 0 is the no-effect control and ±100 the full control effect.

SMILES	AMA1 RON2 block	HCMV antiviral	AmpC no deterg	AmpC detergent	Sm TGR inh	FBPA Giardia inh
O=S(=O)(Cc1ccccc1)/C1=C(\N2CCOCC2)CCCCCC1	-16%	-28	30%	-13%	-15%	5%
COc1ccc(/C=C(/C#N)C(=O)NC2CCCCC2)cc1Br	17%	-37	-17%	-1%	8%	3%
CCc1cc(Br)ccc1N1C(=O)C2CC=CCC2C1=O (stereo unspecified)	8%	38	0%	1%	-1%	11%
O=C(c1nc2ccccn2c1CN1CCC(Cc2ccccc2)CC1)N1CCCC1	1%	-26	121%[activator]	-7%	8%	4%
COc1ccc(-c2n[nH]c(C(F)(F)F)c2-c2cc3ccccc3o2)c(O)c1	58%[activator]	-3	-10%	14%	5%	-10%
NC(=O)c1nsc(C(=O)N(Cc2ccco2)C(C(=O)NCC2CCCO2)c2ccc(F)cc2)c1N (stereo unspecified)	5%	-26	38%	-11%	0%	10%
COc1ccc(S(=O)(=O)NCC2CCC(C(=O)N3CCC4(CC3)OCCO4)CC2)cc1 (stereo unspecified)	15%	25	26%	-2%	-14%	11%
CCOC(=O)c1ccc(NC(=O)c2nc(SC(C)C)ncc2Cl)cc1	x	-11	x	19%	6%	x
COc1ccc(N(C(=O)Cc2cccs2)C(C(=O)NC2CCCCC2)c2cccn2C)cc1OC (stereo unspecified)	-14%	13	79%[activator]	-1%	-2%	-8%
CSCCC(NC(=O)c1ccccc1Cl)C(=O)NC1CCN(Cc2ccccc2)CC1 (stereo unspecified)	2%	2	4%	-3%	98%[activator]	x
COc1ccc(C2=NCCn3nc4ccccc4c32)cc1	36%[activator]	4	39%	-5%	u	x
COc1ccc(OC)c(NC(=O)CN(C)CCOc2ccc(Br)cc2)c1	u	u	83%[activator]	2%	-8%	3%
CCN(CC)C(=O)Cn1cc(S(=O)(=O)CC(=O)Nc2ccc(OC)c(OC)c2)c2ccccc21	-12%	-5	-1%	8%	-3%	x
Cc1ccc2c(c1)NC(=O)C(CC(=O)NCCCN1CCCCC1C)O2 (stereo unspecified)	51%[activator]	-3	-3%	-13%	-3%	2%
Cc1ccc(S(=O)(=O)N2CCCC2CNC(=O)C(=O)NCc2ccccn2)cc1 (stereo unspecified)	97%[activator]	5	44%	-7%	-11%	x
OC1(c2ccc(Cl)cc2)CCN(Cc2cn[nH]c2-c2ccc(F)cc2)CC1	-2%	-78*	-9%	8%	0%	-2%
CCOc1ccccc1Nc1nc(N)nc(CSc2nccc(C)n2)n1	-10%	2	-8%	-12%	5%	-4%
O=C(NCc1ccccn1)c1ccc(N2CCCC2=O)cc1	73%[activator]	76	-21%	-9%	1%	8%
COc1cc(C2CC(=O)N(c3ccc(C)cc3)C(=O)C2)cc(OC)c1OC	-6%	31	-12%	-9%	-6%	6%
Cc1ccccc1-n1ccnc1SCC(=O)Nc1cccc(S(=O)(=O)NC2=NCCC2)c1	-6%	-61*	0%	x	x	x
Cc1ccc(N2CC(NC(=O)CCc3ccccc3)CC2=O)cc1 (stereo unspecified)	x	u	x	1%	2%	x
CCOc1ccccc1N=CC1=C(O)CC(c2ccccc2)CC1=O (stereo unspecified)	-19%	-7	-19%	-1%	x	0%
O=C(NNc1ncnc2sccc12)c1ccc(Cl)cc1	89%[activator]	-37	-23%	3%	6%	-6%
COc1ccc(C(=O)N(Cc2ccccc2)c2cccc(C)c2)c(OC)c1OC	-14%	-36	-9%	2%	-11%	x
S=C(Nc1ccc(Cl)c(Cl)c1)N1CCOCC1	16%[2.32 µM]	-23	-19%	-2%	7%	-1%

Later entries
SMILES	AMA1 RON2 block	HCMV antiviral	AmpC no deterg	AmpC detergent	Sm TGR inh	FBPA Giardia inh
O=C(NCCc1c[nH]c2ccccc12)OCCCCOC(=O)NCCc1c[nH]c2ccccc12	u	-10	-11%	u	-1%	x
COC(=O)c1ccc(C(=O)OC)c(NC(=O)COC(=O)C23CC4CC(CC(O)(C4)C2)C3)c1	5%	7	84%[activator]	u	0%	7%
Cc1c(/C=N/NC(=O)C(C)(C)Oc2ccc(Cl)cc2)cnn1C	14%	7	9%	-1%	-1%	6%
O=C1NCCCCC1NS(=O)(=O)c1cccc2ccccc12 (stereo unspecified)	-5%	x	-15%	-2%	-7%	3%
COc1ccc(C(=O)NC2CCCc3ccccc32)c(OC)c1OC (stereo unspecified)	-10%	29	72%[activator]	-8%	-4%	5%
Cc1ccc(-n2ncc3c(N4CCN(Cc5ccccc5)CC4)ncnc32)cc1C	x	u	x	-4%	-3%	x
Cc1cc2cc(CCNC(=O)C(=O)c3c[nH]c4ccccc34)c(=O)[nH]c2cc1C	15%	-14	1%	3%	15%	1%
O=C(COC(=O)c1cn(-c2ccccc2)nc1-c1ccccc1)c1cccc([N+](=O)[O-])c1	-12%	-3	-29%	2%	-18%	-1%
O=C(COC(=O)CSc1ccc(Cl)cc1)NCCc1ccccc1	-10%	-30	-4%	-9%	-4%	x
CC(=O)N1CCN(c2ccc(NC(=O)c3ccc(OCc4ccccc4)cc3)cc2)CC1	2%	-24	-1%	-8%	x	4%
O=C(CSc1nc(-c2ccco2)cc(C(F)(F)F)n1)Nc1ccccc1C(F)(F)F	3%	5	-9%	-5%	-4%	-2%
CC1CCCC2(C1)NC(=S)N(c1ccccc1)N2 (stereo unspecified)	3%	17	-18%	0%	-4%	-1%
CCn1c(=O)cc(SCC(=O)N2CCN(C(=O)c3ccco3)CC2)c2ccccc21	-2%	111	11%	2%	4%	-1%
Cc1ccc(Cn2ccc(NC(=O)c3cc(-c4ccc(Cl)cc4)on3)n2)cc1	4%	u	-18%	1%	8%	0%
Cc1c(NC(=O)/C=C/c2cccs2)c(=O)n(-c2ccccc2)n1C	13%	15	-15%	0%	-1%	8%
CC(C)C1O/C(=N/C(=O)Nc2ccc(Cl)c(Cl)c2)NC1=O (stereo unspecified)	2%	0	-23%	u	10%	-10%
COc1ccc(Nc2cc(C)nc3ccc(OC)cc23)cc1	5%	u	0%	u	7%	u
Cc1ccc(OCC(O)CN2C(=O)NC(C)(C)C2=O)cc1 (stereo unspecified)	2%	-31	-10%	-7%	-8%	-2%
COc1ccc(CNC(C)Cc2cccs2)cc1 (stereo unspecified)	15%	-19	-30%	-10%	0%	0%
CC(C)(C)c1ccc(O)c(N=Cc2cc(Br)ccc2O)c1	33%[activator]	-37	-26%	9%	-16%	-5%
O=C(CNC(=O)c1ccco1)Nc1ccc(OC(F)F)cc1	38%[activator]	22	-10%	1%	-11%	-5%
CN1CCN(Cc2c(C(=O)N3CCc4ccccc4C3)nc3ccc(Cl)cn23)CC1	17%	7	38%	0%	-31%	x
COc1ccc(N=C(C)C2=C(O)COC2=O)cc1	-5%	u	-16%	u	8%[11.4 µM]	-19%
COc1ccc(-c2cc3c(=O)n(CC(=O)NCCCc4ccccc4)ncn3n2)cc1	12%	46	-30%	u	3%	2%
Cc1[nH]n(-c2ccc([N+](=O)[O-])cc2)c(=O)c1C=NCCc1c[nH]c2ccccc12	-4%	-4	-25%	-9%	-1%	4%

Structures from the list above with a furan ring, fused or not:
SMILES	AMA1 RON2 block	HCMV antiviral	AmpC no deterg	AmpC detergent	Sm TGR inh	FBPA Giardia inh
COc1ccc(-c2n[nH]c(C(F)(F)F)c2-c2cc3ccccc3o2)c(O)c1	58%[activator]	-3	-10%	14%	5%	-10%
NC(=O)c1nsc(C(=O)N(Cc2ccco2)C(C(=O)NCC2CCCO2)c2ccc(F)cc2)c1N (stereo unspecified)	5%	-26	38%	-11%	0%	10%
O=C(CSc1nc(-c2ccco2)cc(C(F)(F)F)n1)Nc1ccccc1C(F)(F)F	3%	5	-9%	-5%	-4%	-2%
CCn1c(=O)cc(SCC(=O)N2CCN(C(=O)c3ccco3)CC2)c2ccccc21	-2%	111	11%	2%	4%	-1%
O=C(CNC(=O)c1ccco1)Nc1ccc(OC(F)F)cc1	38%[activator]	22	-10%	1%	-11%	-5%

The main list resumes with the two entries that preceded the break.
SMILES	AMA1 RON2 block	HCMV antiviral	AmpC no deterg	AmpC detergent	Sm TGR inh	FBPA Giardia inh
COc1ccc(-c2cc3c(=O)n(CC(=O)NCCCc4ccccc4)ncn3n2)cc1	12%	46	-30%	u	3%	2%
Cc1[nH]n(-c2ccc([N+](=O)[O-])cc2)c(=O)c1C=NCCc1c[nH]c2ccccc12	-4%	-4	-25%	-9%	-1%	4%
Cc1ccc(Nc2nc3c(c(=O)[nH]c(=O)n3C)n2Cc2ccc(F)cc2)cc1	3%	79	-34%	-13%	-19%	2%
O=C(CNc1ccccc1)NNC1=NCCC1	80%[activator]	8	-17%	-7%	-4%	6%
COc1ccc(CCNC(=O)CN(c2cccc([N+](=O)[O-])c2)S(C)(=O)=O)cc1OC	1%	-15	-25%	2%	x	5%
CCOC(=O)N1CCN(C(=O)CCSc2ccc(C)cc2)CC1	5%	-25	30%	2%	1%	3%
COc1cccc(CCNC(=O)Cn2c(-c3cccs3)cc3ccccc32)c1	x	-5	x	-9%	-2%	x
Cc1c(C(=O)N2CCc3ccccc32)oc2c1C(=O)CC(C)(C)C2	-3%	76	-16%	0%	u	3%
COC(=O)[C@@]1(Cc2ccc(F)cc2)[C@H]2c3cc(C(=O)N(C)C)n(Cc4ccc(C)o4)c3C[C@H]2CN1C(=O)c1ccccc1	-19%	-6	x	x	x	-9%
CC1(C)N=C(SCc2ccc(F)cc2)c2ccccc2N1	x	6	x	5%	4%	x
CCOc1ccc(NC(=O)C(=O)NCCN2CCN(S(=O)(=O)c3ccc(C)cc3)CC2)cc1	4%	22	-1%	u	0%	u
O=C(C[C@H]1C/C=C\CC[C@H](Cc2ccc(F)cc2)C(=O)O[C@H](c2ccccc2)CNC1=O)N[C@H](CO)Cc1ccccc1	-1%	-35	131%[activator]	x	x	x
O=C(C1CCN(S(=O)(=O)c2cccs2)CC1)N1CCN(c2cccc(Cl)c2)CC1	x	-4	x	3%	1%	x
CCCC/C(O)=C1\C(=O)CC(C)(C)CC1=Nc1ccccc1OC	2%	-1	23%	4%	-18%	11%
COCCNc1cc(C)nc2c(-c3ccccc3OC)c(C)nn12	1%	u	-2%	-6%	-14%	5%
CCOC(=O)Cc1cc(=O)[nH]c(=O)[nH]1	4%	-5	-5%	7%	17%	6%
Cc1ccc(C)c(S(=O)(=O)N2CCCC2CNC(=O)C(=O)NCc2ccccc2C)c1 (stereo unspecified)	-2%	-4	-4%	-6%	6%	x
CC(C)(C)c1nc2c(C#N)c(-c3ccc(Cl)cc3)ccn2n1	11%	-28	1%	-6%	1%	u
CC1CCN(CC(=O)N2CCc3ccccc32)CC1	-1%	0	-17%	0%	3%	x
C1CCCC(N2CCNCC2)CC1	-8%	38	-15%	u	7%	-15%
COc1ccc(NC(=O)COC(=O)c2ccc(N3CCCC3=O)cc2)cc1	-5%	-3	-15%	6%	-2%	x
CCCCP(=O)(CCCC)c1ccccc1C(=O)O	12%	47	-3%	-7%	-4%	4%
